Bioassay records: PubChem BioAssay, National Center for Advancing Translational Sciences (NCATS)
RXFP1 agonist – qHTS Assay for Agonists of the Relaxin Receptor RXFP1. Relaxin receptor 1 (Homo sapiens), Q9HBX9. HEK293T-RXFP1 cAMP TR-FRET, 30 min; response scale: percent of porcine relaxin response, buffer zero. Potency, µM (doses to about 57.5 µM), inactives show at the top dose activation, actives largely listed as activators. hit rate 0.3% among 370,000; also: potency is read from the fitted curve at half-maximal effect; % is scaled to controls: 0 for no effect and ±100 for the full control effect; nearly all actives have a fitted effect of over 60% in size; many of its hits are not listed in these tables
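Agonist response is measured as cAMP accumulation in an RXFP1-transfected HEK293T line under PDE4 inhibition. Values are scaled between buffer-only and 29 nM porcine relaxin, and EC50s come from standard Hill equation fits.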
Vif-A3F inh – qHTS for Inhibitors of Vif-A3F Interactions: qHTS. HeLa A3F-eYFP + Vif (tagged APOBEC3F with the HIV-1 protein that degrades it), YFP fluorescence increase. Potency, µM (highest dose often 46.1 µM), for inactives: at the highest dose activity, negative = active. hit rate 0.2% among 390,000; also: potency is read from the fitted curve at half-maximal effect; % of control where 0% means no effect; nearly all actives have a fitted effect of over 65% in size
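HeLa cells stably expressing A3F-eYFP plus Vif, plated and incubated overnight at 37 deg C, then exposed to compounds overnight at 37 deg C. Blocked degradation read as raised yellow fluorescence (Ex 488/Em 500-530).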
USP1 inh – Inhibitors of USP1/UAF1: Primary Screen; Ubiquitin carboxyl-terminal hydrolase 1 (Homo sapiens), O94782; Potency, µM (doses to about 57.1 µM), for the others: top-dose activity change, negative = inhibition, usual class: inhibitors; recombinant USP1/UAF1, Ub-Rhodamine cleavage fluorescence; AID 743255, 2014; hit rate 0.23% among 390,000; also: potency is read from the fitted curve at half-maximal effect; % is scaled to controls: 0 for no effect and ±100 for the full control effect; nearly all actives have a fitted effect of over 60% in size; inactives centre near -12
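In this screen, compounds sit with the deubiquitinase complex (1nM) for 15 min at room temperature before Ub-Rho is added at 150nM final. Fluorescence rise is then followed for 6 reads every 60 seconds.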
Vif-A3G inh – qHTS for Inhibitors of Vif-A3G Interactions: qHTS; DNA dC->dU-editing enzyme APOBEC-3G (Homo sapiens), Q9HC16; Potency, µM (highest dose often 46.1 µM), for the others: at the top dose activity, negative = active, hits mostly inhibitors; AID 602310, 2012; hit rate 0.076% among 410,000; HeLa A3G-eYFP + Vif (tagged APOBEC3G with the HIV-1 protein that degrades it), YFP fluorescence, overnight;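 also: potency is read from the fitted curve at half-maximal effect; % is scaled to controls: 0 for no effect and ±100 for the full control effect; nearly all actives have a fitted effect of over 60% in size; hits raise eYFP signal because A3G escapes Vif-driven loss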
Target sequence (Q9HC16 whole entry, looked up): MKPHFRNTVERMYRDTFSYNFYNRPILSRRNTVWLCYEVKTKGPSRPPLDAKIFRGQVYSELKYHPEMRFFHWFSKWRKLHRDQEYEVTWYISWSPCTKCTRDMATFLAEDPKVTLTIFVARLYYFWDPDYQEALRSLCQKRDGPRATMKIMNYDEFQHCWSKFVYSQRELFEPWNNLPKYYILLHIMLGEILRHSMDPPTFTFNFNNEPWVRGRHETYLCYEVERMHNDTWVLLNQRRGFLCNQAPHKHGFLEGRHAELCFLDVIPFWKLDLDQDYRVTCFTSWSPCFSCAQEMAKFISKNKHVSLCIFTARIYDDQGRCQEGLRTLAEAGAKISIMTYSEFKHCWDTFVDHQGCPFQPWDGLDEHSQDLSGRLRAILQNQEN
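Read-out is eYFP fluorescence (Ex 488/Em 500-530) from Vif-expressing HeLa A3G-eYFP cells; more signal means A3G escaped Vif-mediated degradation. Cells plated overnight, compound pinned in, incubated overnight at 37 deg C.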
LDHA inh – qHTS assay for inhibitors of human lactate dehydrogenase. purified LDHA, NADH/diaphorase-resazurin fluorescence; active compounds read low. activity change, % (values are at about 110 or 230 µM). L-lactate dehydrogenase A chain (Homo sapiens), P00338. AID 1347041, 2019. hit rate 0.15% among 480,000; in the data active = activity change below about -30%; inconclusive = mostly about -25% to -30%;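 also: plate controls were DMSO wells for no effect and wells without enzyme for full effect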
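Human LDH5 at 2 nM final in Tris HCl pH 7.4 with 0.06 mM NADH and 0.2 mM pyruvate, reacted 5 minutes at room temperature. Remaining NADH coupled via diaphorase/resazurin; resorufin fluorescence read at 0 and 20 minutes, normalized to enzyme-free and DMSO wells.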
mIDH1 inhibitor – qHTS for Inhibitors of mutant isocitrate dehydrogenase 1 (IDH1): qHTS. Isocitrate dehydrogenase [NADP] cytoplasmic (Homo sapiens), O75874. IDH1-R132H enzyme, NADPH consumption, diaphorase/resazurin fluorescence. Potency, µM (series often up to 76.6 µM), without a hit: at the highest dose activity change, negative = inhibition, usual class: inhibitors. hit rate 0.093% among 390,000. AID 602179, 2012; also: potency is read from the fitted curve at half-maximal effect; % is scaled to controls: 0 for no effect and ±100 for the full control effect; nearly all actives have a fitted effect of over 65% in size
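IDH1-R132H (0.5 ug/mL) preincubated 30 min with compound, then NADPH (0.016 mM) and alpha-KG (2 mM) added; 80 min at RT, pH 7.5. Remaining NADPH coupled via diaphorase/resazurin to fluorescence (540/590 nm); concentration-response curves normalized to no-enzyme control.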
PI4K2A inh – qHTS for small molecular inhibitors of PI4K2A; hit rate 0.13% among 420,000; purified PI4K2A, ADP-Glo luminescence, 1 h; active compounds read low; Phosphatidylinositol 4-kinase type 2-alpha (Homo sapiens), Q9BTU6; AID 1346378, 2018; activity change, negative = inhibition, % at 76.9 µM; in the data active = activity change below about -50%; inconclusive = mostly about -30% to -49%;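 also: -100% = wells without enzyme as full effect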
Target sequence (Q9BTU6 whole entry, looked up): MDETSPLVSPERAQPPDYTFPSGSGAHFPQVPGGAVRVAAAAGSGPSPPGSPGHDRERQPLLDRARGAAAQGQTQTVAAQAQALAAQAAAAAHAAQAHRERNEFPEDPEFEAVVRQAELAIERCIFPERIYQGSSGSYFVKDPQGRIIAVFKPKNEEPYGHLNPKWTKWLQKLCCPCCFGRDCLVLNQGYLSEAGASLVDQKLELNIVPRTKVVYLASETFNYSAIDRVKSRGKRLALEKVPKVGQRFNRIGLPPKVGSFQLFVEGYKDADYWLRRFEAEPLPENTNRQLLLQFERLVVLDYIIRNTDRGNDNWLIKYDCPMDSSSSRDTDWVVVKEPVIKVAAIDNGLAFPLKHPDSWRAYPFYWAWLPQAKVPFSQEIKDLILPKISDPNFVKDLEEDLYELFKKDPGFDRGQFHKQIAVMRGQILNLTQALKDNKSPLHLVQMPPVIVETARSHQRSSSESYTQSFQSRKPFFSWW
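PI4K2A activity was measured by ADP-Glo luminescence: enzyme (4 ug/mL stock) and phosphatidylinositol (1.2 mM stock) in Tris pH 7.5/MgCl2/EGTA/Triton X-100 buffer were reacted with ATP (300 microM stock) for one hour at ambient temperature.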
TrxR1 substrate – qHTS Assay for Substrates of Mammalian Selenoprotein Thioredoxin Reductase 1 (TrxR1): qHTS; Thioredoxin reductase 1, cytoplasmic (Rattus norvegicus), O89049; purified TrxR1 substrate turnover, NADPH consumption readout; Potency, µM (series often up to 114 µM), for the others: at the top dose activity change, negative = substrate turnover; hit rate 0.01% among 390,000; also: potency is read from the fitted curve at half-maximal effect; % is scaled to controls: 0 for no effect and ±100 for the full control effect; nearly all actives have a fitted effect of over 50% in size
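Rat TrxR1, dispensed at 90 nM, was prereduced with 400 uM NADPH (final) for 5 min at ~22 deg C, then incubated with compound 15 min before 400 uM selenite. A first-read NADPH fluorescence drop versus no-compound background flagged substrates.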
GRP78 ERSR act – qHTS for Inducers of the Endoplasmic Reticulum Stress Response (ERSR) in Human Glioma: qHTS. U87-MG GRP78 promoter luciferase reporter, 16 h. hit rate 0.02% among 420,000. AID 602332, 2012. Potency, µM, without a hit: top-dose activation, usual class: activators; also: potency is read from the fitted curve at half-maximal effect; series mostly up to about 76 µM; % of control where 0% means no effect; nearly all actives have a fitted effect of over 35% in size
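ERSR induction read as luciferase luminescence (Bright-Glo, 10 min at room temperature) in stably transfected human U87-MG glioma cells exposed to compounds for 16 h, using GRP78 as sensor.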
* = called active by the depositor; ? = inconclusive; . = not tested or not shown; & = joins results of further samples; [ ] = another dose, or the depositor's remark. Unless noted, calls follow the shape of the dose curve; as a rule, active = well fitted curve in the direction sought with a large enough effect; inconclusive = small, poorly fitted or top-dose-only effect, or another doubt; inactive = no such curve, though single readings can be large; an effect the other way counts as inactive or inconclusive. The list is partial. The share of hits here may be higher or lower than overall.

SMILES | RXFP1 agonist | Vif-A3F inh | USP1 inh | Vif-A3G inh | LDHA inh | mIDH1 inhibitor | PI4K2A inh | TrxR1 substrate | GRP78 ERSR act
Cc1ccc(C(=O)c2ccccc2C(=O)O)cc1C | 1.0% | 12% | -6% | -1% | 2 | 5% | 3 | 2%[57.1 µM] | -1%
COc1cc(NC(=O)C2CCN(S(=O)(=O)c3ccc(N4CCCC4=O)cc3)CC2)cc(OC)c1 | 3.2% | 0% | -26% | 0% | -10 | -1% | 3 | -3% | 2%
CC(=O)NC(c1ccc(Cl)cc1)c1c(O)ccc2ccc(O)cc12 (configuration not stated) | 2.6% | ? | 1% | -19% | 17 | -3% | 3 | 6%[57.1 µM] | -8%
O=S(=O)(O)c1cc(Cl)cc(N=Nc2ccc(O)cc2O)c1O | . | 7% | -19% | -1% | 13 | 2% | -18 | -30% | -5%
COc1ccc(CC(=O)Nc2ccc(S(=O)(=O)N3CCC(C)CC3)cc2)c(OC)c1 | 0.6% | 2% | -25% | -3% | 1 | 2% | 0 | -1% | -7%
CC(=O)NC1=NN(C(C)=O)C(c2cccs2)S1 (configuration not stated) | -1.6% | 4% | -18% | -1% | -6 | 1% | 2 | 4% | -2%
COc1cccc(-n2c(Cc3cc(=O)[nH]c(=O)[nH]3)nnc2SCC(=O)N2CCC(C)CC2)c1 | 0.5% | 9% | -14% | 2% | -8 | -4% | 8 | -8% | -3%
Cc1ccc(S(=O)(=O)N2CCN(C(=O)COC(=O)c3ccc(O)cc3)CC2)c(C)c1 | 0.1% | -7% | 3% | -1% | -1 | -4% | -4 | -1% | -2%
COc1cc(C2C(C#N)=C(N)Oc3n[nH]c(C)c32)cc2c1OCO2 (configuration not stated) | 0.2% | 5% | -12% | 0% | 8 | 2% | -3 | -15% | -6%
Cc1ccc(S(=O)(=O)/N=C/c2c(O)ccc3ccccc23)cc1 | 3.1% | 2% | 8% | 2% | 16 | 21% | -5 | -6% | -4%
CC(C)[C@H](CO)NC(=O)[C@H]1O[C@@H](n2ccc(=O)[nH]c2=O)[C@H](O)[C@@H]1O | . | . | . | 0% | -7 | . | -4 | . | -3%
C=CCN1C(C(=O)c2ccccc2)=C(OC(=O)COc2ccccc2)c2ccccc2S1(=O)=O | -0.5% | -6% | -3% | 1% | 0 | 3% | 3 | -18% | 2%
CNc1c(NS(=O)(=O)c2ccc(C3CCCCC3)cc2)c(=O)oc2ccccc12 | 1.1% | -3% | -18% | -2% | -2&1 | 0% | 3 | 22% | -3%
O=C(NNC(=S)NCc1ccco1)c1cccs1 | -1.0% | 0% | -13% | -1% | -12 | 0% | -5 | -6% | -2%
Cc1c(Cl)cccc1NC(=O)Cn1c(CCC(=O)O)ccc1-c1cccs1 | 0.7% | 1% | 13% | -7% | -11 | 23% | -2 | 5% | -3%
Cc1ccc(NS(=O)(=O)c2cc(NC(=O)c3cc(=O)[nH]c(=O)[nH]3)ccc2Cl)c(C)c1 | -1.1% | 6% | -21% | -21% | -2 | -7% | -1 | 9% | 1%
COc1ccc(C(C#N)N2CCC(c3ccccc3)=N2)cc1OC (configuration not stated) | -2.8% | -6% | -4% | 1% | 2 | 5% | -1 | 3%[57.1 µM] | 4%
O=C(N/N=C/c1cccc(OCc2ccccc2)c1)c1ccc(Br)o1 | -1.2% | 7% | -7% | 1% | -3 | 9% | -1 | 5%[57.1 µM] | 2%
CC(=NCc1cccc(Cl)c1)c1nc(-c2ccco2)oc1O | -1.2% | 3% | -22% | -15% | -9 | 0% | -1 | -12% | 5%
Cc1ccc(S(=O)(=O)Nc2cnc3ccccc3c2)cc1 | -0.5% | -4% | -21% | -6% | -1 | 9% | 0 | 3% | -3%
COc1ccc(S(=O)(=O)CC(=O)c2cc3cc(Br)ccc3oc2=O)cc1 | 6.1% | -21% | -19% | -16% | 10 | 2% | ? | 0% | 11%
CC1CCN(CCCNC(=O)c2coc3nc4ccccc4nc23)CC1 | 1.2% | -10% | -6% | -8% | 2 | 0% | 1 | 287%[activator][57.1 µM] | -4%
Cn1nnnc1SCCCNCc1cc(Cl)ccc1OCc1ccc(F)cc1 | -4.1% | -12% | -17% | 3% | -1 | -8% | 11 | -3% | -3%
COc1cccc(CNC(=O)c2cnc3sc(N4CCCC4)nn3c2=O)c1OC | ? | 1% | -20% | -7% | -9 | -13% | -2 | 13%[57.1 µM] | -3%
C[C@H](O)[C@@H]1CN2CCc3c([nH]c4ccccc34)[C@@H]2C[C@@H]1N(C)C(=O)Nc1ccc(Br)cc1 | . | . | . | -2% | 0 | . | 2 | . | 1%

Already shown: an excerpt of the list.
SMILES | RXFP1 agonist | Vif-A3F inh | USP1 inh | Vif-A3G inh | LDHA inh | mIDH1 inhibitor | PI4K2A inh | TrxR1 substrate | GRP78 ERSR act
Cc1ccc(C(=O)c2ccccc2C(=O)O)cc1C | 1.0% | 12% | -6% | -1% | 2 | 5% | 3 | 2%[57.1 µM] | -1%
COc1cc(NC(=O)C2CCN(S(=O)(=O)c3ccc(N4CCCC4=O)cc3)CC2)cc(OC)c1 | 3.2% | 0% | -26% | 0% | -10 | -1% | 3 | -3% | 2%

The list continues.
SMILES | RXFP1 agonist | Vif-A3F inh | USP1 inh | Vif-A3G inh | LDHA inh | mIDH1 inhibitor | PI4K2A inh | TrxR1 substrate | GRP78 ERSR act
Cc1c(-c2ccccc2)c(=O)oc2ccc(OC(=O)N3CCOCC3)cc12 | -0.6% | 2% | -19% | 1% | -6 | 3% | -3 | 2%[57.1 µM] | 1%
COc1ccc(CCNC(=O)CCC(=O)N2CCN(S(=O)(=O)c3ccccc3)CC2)cc1OC | 1.6% | 0% | 9% | 1% | 1 | -2% | -1 | 1% | -8%
O=C1C2C3C=CC(CNS(=O)(=O)c4ccccc4[N+](=O)[O-])(O3)C2C(=O)N1c1ccccc1 (configuration not stated) | -0.4% | 1% | -9% | 0% | -9 | -1% | 5 | 15%[57.1 µM] | 1%
CCn1c(C)cc(C(=O)COC(=O)CNC(=O)c2ccco2)c1C | . | -3% | -18% | -1% | -4 | 7% | 7 | . | -2%
Cc1cc(C)cc(NC(=O)c2cc(C)nc3ccccc23)c1 | 0.7% | 2% | -12% | -3% | 1&3 | 6% | -2 | 7%[57.1 µM] | -4%
CC(C)OC(=O)CSc1nnc(SCc2cccc3ccccc23)s1 | 1.2% | -5% | -22% | 1% | -2 | 6% | -2 | -5% | -1%
O=C(CC1C(=O)NCCN1CCCc1ccccc1)NCCc1ccccc1Cl (configuration not stated) | 1.0% | 14% | -14% | -1% | -1 | 0% | -1 | 3% | 2%
Cc1ccc(N2C(=O)N(CC(=O)Nc3cc(F)ccc3C)C(=O)C2C)cc1 (configuration not stated) | -1.0% | 9% | -12% | 0% | 1 | 4% | -7 | 0% | -2%
Cc1ccc(S(=O)(=O)c2nnn3c2nc(NC2CCN(Cc4ccccc4)CC2)c2ccccc23)cc1C | 8.3% | -1% | -23% | -25% | -6 | -7% | 1 | 30% | -6%
Cc1cc(OCC(=O)NCCc2ccc(Cl)cc2)c2c(C)cc(=O)oc2c1 | 1.6% | -7% | -11% | 3% | -2 | -1% | 6 | 7% | -2%
Cc1ccc(S(=O)(=O)Nc2ccc(N3CCOCC3)cc2)cc1C | -1.4% | -9% | -4% | 3% | 3 | 2% | -5 | -5%[57.1 µM] | -4%
Cc1cc(C)cc(N(C(=O)Cc2cccs2)C(C(=O)NC2CCCC2)c2ccc(C)o2)c1 (configuration not stated) | -0.7% | 1% | -9% | 1% | -1 | 7.4µM* | 2 | -3%[57.1 µM] | -4%
Clc1cccc(N2CCN(Cc3nc(-c4ccccc4)no3)CC2)c1 | 1.9% | 3% | -27% | 0% | 11 | 0% | 0 | 3% | -6%
Cc1ccc(S(=O)(=O)N2CCN(C(=O)c3ccc4ccccc4n3)CC2)c(C)c1 | 1.7% | -9% | 4% | -4% | -1 | 6% | -2 | -3% | 7%

Results in Vif-A3G inh, RXFP1 agonist and mIDH1 inhibitor (two entries from above):
SMILES	Vif-A3G inh	RXFP1 agonist	mIDH1 inhibitor
Clc1cccc(N2CCN(Cc3nc(-c4ccccc4)no3)CC2)c1	0%	1.9%	0%
O=C(CC1C(=O)NCCN1CCCc1ccccc1)NCCc1ccccc1Cl (configuration not stated)	-1%	1.0%	0%
